Compound activity as filed in PubChem BioAssay.
Yeast life ext = yeast lifespan extension. S. cerevisiae growth with nicotinamide, OD615; deaD strain in restrictive glucose medium. inhibition of the nicotinamide effect, % at 10 µM. hit rate 0.68% among 130,000. AID 775;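 active means inhibition above a set limit, placed 3 SD over the median of all compounds, cut at about 26% in these data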;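 further: 0% = nicotinamide-treated wells and 100% = cells grown without nicotinamide; some compounds called inactive have numbers as strong as hits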
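System: DeaD-strain S. cerevisiae / Buffer or medium: CSMM-D, restrictive glucose (dextrose) synthetic minimal medium / Probe or stimulus: nicotinamide, 1.5 mM, co-present with compound / Compound: one concentration, 10 µM, DMSO 0.25% / Incubation: 48 h compound exposure at 30 °C, humidified / Technique: optical density (absorbance) at 615 nm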
MRP1 act = activates MRP-1 | AID 799 | H69AR cells + doxorubicin, viability rescue, CellTiter-Glo | viability increase, % at 10 µM | hit rate 0.61% among 140,000;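 active means viability gain under doxorubicin at or above a set limit, the compound median plus 3 SD, cut at about 4.7% in these data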;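 further: MRP-1 overexpressing cells given doxorubicin 25 µM after compound pretreatment; 18-22 h compound pretreatment then 72 h with doxorubicin before readout; 0% = doxorubicin-only wells and 100% = vehicle-treated cells without doxorubicin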
Phagocyt inh = macrophage phagocytosis inhibition; hit rate 0.07% among 110,000; J774A.1 macrophage IgG-bead phagocytosis, imaging; inhibition, % at 5 µM;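 active means inhibition above the mean of the plate negative controls plus 5 SD, cut at about 13% in these data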;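 further: phagocytic index as fraction of beads internalized from green versus red external bead signal; plate controls were DMSO negative control for no effect and cytochalasin-D positive control for full effect; some results beyond the cut were filed as inactive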
HCT116 bCat-KO = beta-catenin-lacking colon tumor cell growth suppression. HCT116 beta-catenin knockout viability, CellTiter-Glo, 60 h; stronger effect = lower value. viability, % at 10 µM. hit rate 1.5% among 140,000. AID 818;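 active means viability at or under a set limit, the compound median less 4 SD, cut at about 6% in these data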;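 further: 0% = Hyamine 1622 control at 20 µM and 100% = untreated cell control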
PTEN del growth = suppresses growth of cells with PTEN deletion | HCT116 PTEN-null viability, CellTiter-Glo, 60 h; stronger effect = lower value | AID 827 | viability, % at 10 µM | hit rate 1.2% among 140,000;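 active means viability at or below a set limit, 4 SD under the median of all tested compounds, cut at about 3.7% in these data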;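 further: PTEN knockout HCT116 line with beta catenin targeted HCT116 as companion control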
Measles CPE = protection of cells from measles virus; Measles virus-infected cells, CPE protection, absorbance; protection (pct of control), % at 4 µM; hit rate 1.5% among 140,000; in the data active means protection mostly above about 24%, no sharp cut-off; inactive means mostly below about 26%; further: some compounds called inactive have numbers as strong as hits
NPY-Y2 antag = blocks the human neuropeptide Y Y2 receptor; hit rate 0.99% among 140,000; P49146; inhibition, % at 2.7 µM; NPY-Y2 expressing cells, antagonist mode; in the data active means inhibition above about 17%;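 further: 0% = vehicle with agonist challenge and 100% = reference antagonist with challenge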
Target sequence (P49146 whole entry, looked up): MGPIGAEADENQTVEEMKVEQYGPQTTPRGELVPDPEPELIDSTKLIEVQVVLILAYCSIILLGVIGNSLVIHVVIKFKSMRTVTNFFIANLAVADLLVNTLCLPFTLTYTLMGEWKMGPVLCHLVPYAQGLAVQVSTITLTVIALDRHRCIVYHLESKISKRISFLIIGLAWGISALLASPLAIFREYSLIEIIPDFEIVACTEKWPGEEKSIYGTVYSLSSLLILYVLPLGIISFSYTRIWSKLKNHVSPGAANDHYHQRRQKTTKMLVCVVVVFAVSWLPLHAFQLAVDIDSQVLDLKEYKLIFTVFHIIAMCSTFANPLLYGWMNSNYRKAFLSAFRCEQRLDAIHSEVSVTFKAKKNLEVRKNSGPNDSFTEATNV
GALR2 blocker = antagonists of human galanin receptor 2 (GALR2) | O43603 | GALR2-expressing cells, antagonist mode | inhibition, % at 4 µM | hit rate 0.39% among 140,000 | AID 828; in the data active means inhibition above about 27%;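 further: cells stimulated with galanin 1-16 at roughly its EC80; 0% = agonist challenge control and 100% = basal control without agonist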
Target sequence (O43603 whole entry, looked up): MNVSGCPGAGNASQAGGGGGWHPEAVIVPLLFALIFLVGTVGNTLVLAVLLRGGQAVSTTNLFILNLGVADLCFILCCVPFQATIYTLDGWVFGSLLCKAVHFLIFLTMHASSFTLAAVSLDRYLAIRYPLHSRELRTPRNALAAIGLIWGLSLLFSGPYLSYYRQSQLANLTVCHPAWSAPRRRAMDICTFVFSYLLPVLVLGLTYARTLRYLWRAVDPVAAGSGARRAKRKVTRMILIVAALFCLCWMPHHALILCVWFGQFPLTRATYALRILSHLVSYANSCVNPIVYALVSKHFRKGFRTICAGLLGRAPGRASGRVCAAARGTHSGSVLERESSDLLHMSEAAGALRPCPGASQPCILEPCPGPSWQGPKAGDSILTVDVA
BB579 growth dn = chemicals that inhibit yeast BB579 growth in restrictive medium (lifespan-shortening candidates); S. cerevisiae BB579 growth, OD615, 48 h; inhibition, % at 10 µM; hit rate 0.51% among 140,000; AID 804;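 active means inhibition above a set limit, 3 SD over the mean compound inhibition, cut at about 44% in these data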; further: inactives centre near -24
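System: DeaD yeast strain BB579; buffer or medium: CSMM-D dextrose restrictive medium; technique: OD at 615 nm; schedule: 4 h cell preincubation, 48 h compound exposure, 30 °C humidified; doses: single 10 µM dose; controls: amphotericin B 10 µg/mL, positive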
E-sel TNF inh = blocks E-selectin expression induced by TNF alpha | HUVEC TNFa-induced E-selectin immunofluorescence, high content | inhibition, % at 2 µM | hit rate 0.71% among 120,000 | AID 1246;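 active means inhibition above the batch mean plus 3 SD, and confirmed as a hit on visual image review, cut at about 43% in these data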;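 further: 0% = TNF-stimulated DMSO wells and 100% = unstimulated control wells; not every result past the cut was called active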
An asterisk follows results filed as active; . = no result given.

SMILES	Yeast life ext	MRP1 act	Phagocyt inh	HCT116 bCat-KO	PTEN del growth	Measles CPE	NPY-Y2 antag	GALR2 blocker	BB579 growth dn	E-sel TNF inh
CC(=O)Nc1sc(N/N=C\c2ccccc2Cl)nc1-c1cccs1	3	-4.5	11	86	78	4	2	-1	-26	.
C=CCN1CCN(c2ccncc2S(=O)(=O)N2CCOCC2)CC1	-2	0.0	-2	101	101	12	2	-2	-21	2
Cc1ccc(NC(=O)c2cc(-c3ccc(C)o3)nc3ccccc23)cc1	-16	-2.1	.	57	46	14	115*	16	-47	3
C=CCc1c(C)nc(SCCC)[nH]c1=O	-1	-2.4	1	92	89	0	8	21	-19	-11
Cc1nc(SCC(=O)NCc2ccccc2)c2c(=O)n(C)c(=O)n(C)c2n1	-12	0.5	-1	101	98	15	2	14	-46	-3
COc1ccc(/C=N/NC(=O)C(O)(c2ccccc2)c2ccccc2)cc1OC	0	-1.1	-2	83	98	11	7	9	-58	-9
Cc1ccc(NC(=O)COc2ccc(C3SCCS3)cc2)cc1	7	1.0	-4	91	94	9	1	15	-43	.
COc1ccccc1NC(=O)C1=C(C)Nc2nc3ccccc3n2C1c1cccs1 (configuration not stated)	4	-2.9	.	13	11	2	1	-7	-58	-1
Cc1ccc2[nH]c(SCC(=O)N3CCOCC3)nc2c1C	-11	-1.1	0	87	97	13	5	5	-29	8
O=C(N=C1SCC(=O)N1c1ccccc1)c1ccco1	-12	-0.2	0	102	99	1	1	4	-20	-2
CN(C)CCNC(=O)/C(=C/c1cccc([N+](=O)[O-])c1)NC(=O)c1ccccc1	-2	-2.2	-5	93	95	8	1	-9	-35	.
CCOC(=O)C1=C(c2ccccc2)NC(SCC)=C(C#N)C1c1cccnc1 (configuration not stated)	-15	-2.1	0	65	71	6	0	-9	-36	-5
CCC(=O)N1CCc2cc(S(=O)(=O)NCCC(=O)N3CCc4ccccc4C3)ccc21	-4	-1.2	2	89	93	2	2	2	-66	0
CC(C)c1ccc(C2NC(=S)NC3=C2C(=O)CCC3)cc1 (configuration not stated)	6	-1.4	-3	79	79	5	2	9	-47	18
COc1cc2c(cc1OC)C(c1ccc(-c3ccc(Cl)c(Cl)c3)o1)=NCC2	-4	-6.1	-1	4.1*	2.8*	10	11	-1	-47	5
COC(=O)c1nn(C23CC4CC(CC(C4)C2)C3)c2c1C(=O)N(c1ccc(Br)cc1)C2=O	-3	0.4	0	104	93	7	0	-10	-43	-21
Cc1ccc(-n2[nH]c(C)c(/C=N/Nc3ccc([N+](=O)[O-])cc3[N+](=O)[O-])c2=O)cc1	1	-2.6	.	48	44	6	-1	6	-12	4
O=S(=O)(Nc1cccc(-c2nc3cccnc3s2)c1)c1ccc2c(c1)CCCC2	0	0.6	.	99	95	17	11	-10	-12	-18
CCOc1ccc(Cl)cc1S(=O)(=O)n1cnc2cc(C)c(C)cc21	0	-1.6	2	77	80	6	3	-8	-55	-2
CSCC[C@H](NC(=O)OC(C)(C)C)c1nnc(SCC(=O)Nc2c(C)cccc2C)o1	-18	-0.5	-1	94	90	5	-1	-9	-18	.
Cc1c(C(=O)O)nn(-c2ccccc2)c(=O)c1C#N	-3	-0.5	0	104	108	10	2	10	-33	.
CCN(CC)CCNc1nc(-c2ccccc2)c2c(c1C#N)CC(C)(C)OC2	-7	-0.4	0	76	72	3	7	5	-14	3
CN1C(=O)/C(=C2\SC(=S)N(C(CCC(=O)O)C(=O)O)C2=O)c2ccccc21 (configuration not stated)	-16	-1.3	0	99	99	17	0	1	-4	.
CC(C)(C)NC(=O)C1N(c2cccnc2)C(=O)C2C(C(=O)Nc3ccccc3F)C3(C)C=CC21O3 (configuration not stated)	-18	-2.8	0	93	95	5	1	-9	-23	-14
O=C(CSc1nc2ccccc2c(=O)n1-c1ccccc1)N1CCN(CCO)CC1	-11	-1.4	-1	89	89	43	2	-2	-15	.
C=CCN1/C(=C(\C#N)C2=NS(=O)(=O)c3ccccc32)N(C)c2ccccc21	-3	-0.7	-2	93	79	10	1	21	-40	7
Oc1ccc(/C=N/NC(=S)NCC2CCCO2)cc1 (configuration not stated)	-9	-1.1	-1	108	108	6	1	5	-23	-9
OC12CCCCC1C(c1ccc3c(c1)OCO3)N(Cc1ccccc1F)CC2 (configuration not stated)	-13	1.4	-1	61	61	26	18*	-24	-20	6
O=C(O)CN1CCN(Cc2ccc(Cl)cc2)C1=O	2	-1.0	-1	91	98	22	3	-7	-8	1
Cc1c(NS(=O)(=O)N2CCCCC2)c(=O)n(-c2ccccc2)n1C	-1	-0.7	.	98	99	17	2	7	-42	14
CC(C)Cn1c2nc3ccccc3nc2c2c(=O)n(CCN3CCOCC3)cnc21	-23	-5.3	-2	87	89	7	3	-7	-41	-1
O=C(NC(=S)Nc1ccccc1N1CCCC1)c1ccccc1[N+](=O)[O-]	-4	-5.0	-2	74	73	6	0	-2	-18	.
CCCCC(=O)Nc1ccc(C(=O)NN2C(=O)c3ccccc3C2=O)cc1	-7	-2.3	5	82	99	19	1	7	-16	-15
N#Cc1c(SCc2ccccc2)nc(N2CCOCC2)c2c1CCCC2	-1	-0.6	0	94	74	23	5	-5	-17	-26
COc1ccc(C2C(=O)c3ccccc3C2=O)cc1	32*	-2.4	.	78	88	32	0	3	-28	.
CCOC(=O)c1nn(-c2ccccc2C)c2nc(CC(C)C)c(C#N)c(=O)n12	.	-1.0	.	85	86	5	4	4	-1	-7

Ordered by length of the SMILES (ascending): some entries from above.
SMILES	Yeast life ext	MRP1 act	Phagocyt inh	HCT116 bCat-KO	PTEN del growth	Measles CPE	NPY-Y2 antag	GALR2 blocker	BB579 growth dn	E-sel TNF inh
Oc1ccc(/C=N/NC(=S)NCC2CCCO2)cc1 (configuration not stated)	-9	-1.1	-1	108	108	6	1	5	-23	-9
CCCCC(=O)Nc1ccc(C(=O)NN2C(=O)c3ccccc3C2=O)cc1	-7	-2.3	5	82	99	19	1	7	-16	-15
CCOC(=O)c1nn(-c2ccccc2C)c2nc(CC(C)C)c(C#N)c(=O)n12	.	-1.0	.	85	86	5	4	4	-1	-7

Next part.
SMILES	Yeast life ext	MRP1 act	Phagocyt inh	HCT116 bCat-KO	PTEN del growth	Measles CPE	NPY-Y2 antag	GALR2 blocker	BB579 growth dn	E-sel TNF inh
COc1ccccc1N(O)C1CC(=O)N(c2ccc(F)cc2)C1=O (configuration not stated)	-7	-0.7	-1	96	91	20	-1	9	-19	-84
NNC(=O)C12CC3CC(C1)CC(n1ncnn1)(C3)C2	6	-0.5	-6	100	103	9	2	-1	-18	.
c1ccc(OCCSc2nc3ccccc3o2)cc1	-8	2.0	-1	101	.	7	3	1	-24	.
CCSc1cc(N2CCOCC2)nc(-c2ccc(Cl)cc2)n1	4	-0.1	1	93	87	14	2	11	-27	.
COC(=O)c1ccccc1NC(=O)c1ccc(COc2ccc3c(c2)CCC3)cc1	-10	0.4	-1	111	100	.	9	-3	-81	-14
Cc1cc2[nH]ncc2cc1NC(=S)NC(=O)c1ccccc1	-3	-5.2	.	98	90	9	-1	1	-10	6
Cc1cc(N2CCN(c3ccccc3)CC2)nc(-c2ccccc2O)n1	-10	0.3	0	72	56	3	-1	-3	41	-9
CCn1c(=NC(=O)CSC(C)=O)sc2cc(OC)ccc21	-4	-4.2	.	83	86	7	-8	7	-38	.
CSc1nc2oc3c(c2c2nncn12)CC(C)(C)SC3	-10	-4.0	3	87	82	5	0	10	-14	.
C=C(C)CSc1nnc([C@H](CCSC)NC(=O)OC(C)(C)C)o1	3	-0.8	3	100	86	22	3	-2	-17	8
CCOC(=O)N1CC=C2C(C#N)=C(N)C(C#N)(C#N)[C@H](c3ccc(OC(C)C)c(OCC)c3)[C@H]2C1	-8	-2.2	0	89	81	.	3	-6	-28	-9
COc1ccc(-c2nc(Cn3c(SCc4ccc(F)cc4)nc4ccncc43)c(C)o2)cc1OC	-5	-2.7	0	29	33	10	9	-1	-27	-23
COc1ccc(NC(=O)CSc2nc(N)c3cc4c(nc3n2)CCCC4)cc1	2	-3.0	-13	58	63	14	0	-8	-10	.
O=C(COc1ccccc1)N1CCN(S(=O)(=O)Cc2ccccc2)CC1	-5	-1.8	1	105	110	8	2	-6	-41	-32
CC1(c2ccncc2)Nc2ccccc2-c2nc3ccccc3n21 (configuration not stated)	-21	-1.2	-1	103	90	10	-2	11	-16	-6
O=C(O)COc1nsnc1N1CCOCC1	-1	-0.1	0	103	98	12	0	-5	-61	.
Cc1ccc(CN2C(=O)c3ccccc3C2C(=O)NCc2cccnc2)cc1 (configuration not stated)	-3	-1.7	0	103	104	14	-2	-5	-11	6
COc1ccc(C2=NOC(CN3C(=O)c4ccccc4S3(=O)=O)C2)cc1 (configuration not stated)	-24	-3.4	38*	88	102	16	2	9	6	-6
CCOC(=O)C1CCN(C(=O)c2c(-c3c(F)cccc3Cl)noc2C)CC1	23	-2.9	0	100	87	12	1	-4	-37	.
O=C1CC(C(=O)NC2CCCCC2)C(c2ccccc2)O1 (configuration not stated)	9	-0.2	2	103	100	4	1	3	-6	-6
Cc1ccc(-c2nn(CC(=O)NCC3CCCO3)c(=O)c3ccccc23)cc1 (configuration not stated)	-5	-0.6	-2	96	91	12	0	-5	-28	-16
CCC(=O)NS(=O)(=O)c1cccnc1Nc1ccc(Cl)cc1	-6	-0.4	0	90	109	24	6	-10	-60	4
O=S(=O)(NCc1ccc2c(c1)OCO2)c1cnc[nH]1	2	0.6	0	96	95	38	1	11	5	.
CCCCN1C(=O)c2ccc(C(=O)NCCN3C(=O)S/C(=C\c4cccnc4)C3=O)cc2C1=O	-5	-1.5	2	100	105	7	-1	-3	-10	16
[O-]C1=N/[N+](=C/c2ccccc2Cl)CC1	-10	-0.4	-2	94	104	12	3	-5	-19	11
O=C(CN1CCN(c2ccccc2F)CC1)c1c[nH]c2ccc(F)cc12	-10	-4.0	-1	98	107	4	3	5	-29	8
O=C(CSc1nnc(-c2ccco2)o1)c1ccc(F)c(F)c1	-4	-1.7	0	101	95	10	1	11	-26	6
O=C(O)C1C2CCC(O2)C1C(=O)NCCC1=CCCCC1 (configuration not stated)	2	-3.8	-1	97	91	1	-2	1	16	23
Cc1ccsc1C(=O)c1sccc1C	-3	0.7	-5	83	103	5	-1	3	23	.
COc1ccc(C2CC(c3cccs3)=NN2c2nc(-c3ccccc3)cs2)cc1OC (configuration not stated)	-1	-1.0	0	79	94	22	0	1	-42	-58
CC(=O)NNc1nc(-c2ccccc2)c2cc(Br)ccc2n1	-4	-0.4	-1	98	104	23	3	1	3	-22
N#Cc1cc2cc3c(cc2nc1SCC(=O)OC1CCCCC1)OCO3	-7	-2.2	0	90	86	11	5	-5	-33	-4
O=C(CSc1nnnn1-c1ccccc1)N1CCc2ccccc21	-5	-1.0	-1	93	101	22	-1	0	-30	21
CS(=O)(=O)N1N=C(c2ccc3nccnc3c2)CC1c1ccccc1 (configuration not stated)	-26	-2.0	0	115	106	5	0	6	-4	47

Compounds as they come; 6.4% or so of the library scored in one or more.
